KOR beta-arrestin-1 = kappa opioid receptor activators – cell-based, luminescence, uHTS, primary screen (AID 1777); KOR beta-arrestin recruitment, luminescence; higher % means a stronger effect; actives 0.02% (n = 280,000); activation, % at 10 µM; hits with a dose series show EC50 in µM; in the data active = activation above about 50%, passing the limit was not always enough; also: a part of the inactive calls stands beside numbers as strong as those of hits
KOR beta-arrestin-2 = KOR antagonists, beta-arrestin recruitment, cell-based, luminescence, uHTS (AID 1778); KOR beta-arrestin recruitment, luminescence, antagonist mode; higher % means a stronger effect; inhibition, % at 10 µM; hits with a dose series show IC50 in µM; actives 0.091% (n = 290,000); also: strong numbers were not always called active
GPR55 beta-arrestin = selective activators of receptor GPR55 – imaging, U2OS cells, beta-arrestin-GFP redistribution, primary screen (AID 1961) | U2OS GPR55 beta-arrestin-GFP redistribution imaging; higher % means a stronger effect | one-dose activation, % at 10 µM; EC50 in µM for titrated hits | actives 0.048% (n = 290,000);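 active = activation above 40% with more than 50 cells counted in the well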;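 also: U2OS osteosarcoma cells stably expressing GPR55 and beta-arrestin-GFP; plate controls were DMSO negative control for no effect and LPI positive control for full effect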
NTR1 ag = NTR1-driven beta-arrestin-GFP spot formation – imaging, U2OS cells, high content, primary screen (AID 493036); actives 0.17% (n = 330,000); P30989; activation, % at 20 µM; agonist mode;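 active = activation at or above 40% of the spot to cytoplasm intensity ratio, with at least 20 cells analyzed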;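 also: 0% = DMSO without peptide and 100% = 100 nM NTR1 peptide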
Target sequence (P30989 whole entry, looked up): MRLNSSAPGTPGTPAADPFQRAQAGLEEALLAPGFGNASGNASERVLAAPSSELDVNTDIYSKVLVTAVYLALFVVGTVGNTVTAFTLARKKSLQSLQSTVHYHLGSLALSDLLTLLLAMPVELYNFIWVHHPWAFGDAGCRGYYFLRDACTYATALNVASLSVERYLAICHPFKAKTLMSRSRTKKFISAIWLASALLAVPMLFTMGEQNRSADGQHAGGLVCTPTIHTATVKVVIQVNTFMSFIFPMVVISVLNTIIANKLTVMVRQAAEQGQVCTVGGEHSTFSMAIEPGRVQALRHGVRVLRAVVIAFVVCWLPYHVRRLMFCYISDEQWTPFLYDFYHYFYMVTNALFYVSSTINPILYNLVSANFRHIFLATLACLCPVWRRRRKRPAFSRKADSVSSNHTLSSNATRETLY
NOD1 inhibition = inhibition of NOD1-driven NF-kB reporter – cell-based, luminescence, uHTS, primary screen (AID 1578). inhibition, % at 4 µM, or EC50 in µM where a hit was titrated. NOD1-driven NF-kB luciferase reporter cells, luminescence; higher % means a stronger effect. actives 1% (n = 290,000); in the data active = inhibition mostly above about 36%, no sharp cut-off; inactive = mostly below about 34%;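 also: HEK-293T reporter cells stimulated with the NOD1 agonist gamma-tri-DAP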
NOD2 inhibition = inhibition of NOD2-driven NF-kB reporter – cell-based, luminescence, uHTS, HEK293 (AID 1566). inhibition, % at 4 µM, or EC50 in µM where a hit was titrated. HEK293 NOD2/NF-kB luciferase reporter, luminescence; higher % means a stronger effect. actives 0.63% (n = 290,000); also: many of its hits are not listed in these tables
ER stress rescue = rescue of cells from ER stress-induced death, primary screen, 384-well, CSM14.1, thapsigargin, ATP luminescence (AID 1222); CSM14.1 thapsigargin-induced death rescue, ATP luminescence; higher % means a stronger effect; cellular ATP content (survival), % at 20 µM, or EC50 in µM where a hit was titrated; 190,000 tested, under 10 active;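 active = EC50 below 50 µM in the dose-response confirmation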;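 also: death triggered by thapsigargin at about 15 µM added after 2 h compound pretreatment; cell ATP read after overnight thapsigargin exposure of roughly 18 to 22 hours; normalized against plate controls of thapsigargin alone and 5% DMSO vehicle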
TNAP activators = stimulation of alkaline phosphatase TNAP activity – biochemical, luminescent, no phosphate acceptor, uHTS, primary screen (AID 1001). purified TNAP, luminescent activation assay, no phosphate acceptor; higher activation fold means a stronger effect. activation fold at 20 µM; hits with a dose series show EC50 in µM. actives 0.03% (n = 200,000); in the data active = activation fold from about 3, or a potency from the dose series; inactive = the rest, 99 in 100 with activation fold below about 1.6; also: many of its hits are not listed in these tables
Yfh1-off respiration = enhancers of respiration in Yfh1-depleted yeast, dose response, Friedreich's ataxia, plus single-dose screen (AID 1465); fold induction at 50 µM, or EC50 in µM where a hit was titrated; actives 0.074% (n = 220,000); S. cerevisiae Yfh1-off respiration, WST-1 reduction, 72 h; higher fold induction means a stronger effect;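 active = fold induction of absorbance versus untreated yeast above a set limit, then at least 30% activation at any dose in follow-up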;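 also: activators that raise dye reduction in frataxin-depleted yeast; strong numbers were not always called active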
NTR1 ag cell count 20 µM = further read-out of NTR1 ag, marked with its call; cell count; measured here: cell count, cytotoxicity flag
An asterisk follows results filed as active; i = inactive; / = not tested or not shown; [ ] = remark or other dose. Rule as the data show it, unless noted: active = inhibition above about 50%; inactive = the rest. This is a subset; the hit share may differ from the screen's.

no.	structure	KOR beta-arrestin-1	KOR beta-arrestin-2	GPR55 beta-arrestin	NTR1 ag	NTR1 ag cell count 20 µM
1	COC(=O)c1ccc(-n2nc(C(F)(F)F)c3c2-c2ccoc2CC3)cc1	-4.4%	-6.9%	-0.3%	0.7	93
2	CC1=C(C(=O)NC2CCCc3c2cnn3-c2cc(F)cc(F)c2)OCCO1 (stereo not drawn)	-1.5%	-6.6%	-0.2%	-0.3	64
3	Cn1c(Cc2ccccc2)nnc1SCC(=O)NC1CC1	4.5%	5.6%	-0.2%	0.5	50
4	O=C(COC(=O)C1CC(O)CN1C(=O)Oc1ccccc1)c1ccc(Br)cc1 (stereo not drawn)	4.4%	31.9%	-0.4%	0.0	53
5	CCN(C(=O)c1ccc(Cl)c([N+](=O)[O-])c1)c1ccccc1	-8.3%	-20.8%[20 µM]	0.5%	-0.6	59
6	CC1CCCCN1C(=O)Cn1cc(C(=O)c2ccco2)c2ccccc21 (stereo not drawn)	-0.8%	-3.9%	-0.1%	-0.1	35
7	COc1cccc(CN2CCNC(=O)C2CC(=O)N(C)C2CCOCC2)c1OC (stereo not drawn)	-2.6%	-4.7%	-0.1%	-0.2	64
8	CCOc1ccc(NC(=O)COC(=O)C2C3CC4OC(=O)C2C4C3)cc1 (stereo not drawn)	-1.0%	-6.9%	0.4%	0.4	49

no.	NOD1 inhibition	NOD2 inhibition	ER stress rescue	TNAP activators	Yfh1-off respiration
1	-16.3%	9.0%	-1.2%	1.1	i
2	-4.7%	9.8%	/	/	/
3	-6.7%	9.8%	/	/	/
4	-3.9%	18.3%	0.9%	1.1	i
5	-6.8%	14.5%	-1.2%	1	i
6	3.4%	5.0%	2.4%	1	i
7	1.2%	12.3%	/	/	/
8	-6.4%	-10.8%	/	/	/

Next structures follow.
no.	structure	KOR beta-arrestin-1	KOR beta-arrestin-2	GPR55 beta-arrestin	NTR1 ag	NTR1 ag cell count 20 µM
9	COCCCNC(=O)C1CCCN(C(=O)Nc2ccc(OC)cc2)C1 (stereo not drawn)	-1.1%	25.3%	-0.5%	2.0	47
10	N#Cc1c2c(c(-c3ccccc3)[nH]c1=O)CCCC2	-2.6%	-7.1%	-0.2%	/	/
11	O=C(Nn1cnnc1)c1cc(-c2cccc(Br)c2)nc2ccccc12	/	4.4%	-0.1%	-0.2	52
12	NNC(=O)c1cncc(Br)c1	-1.3%	26.4%	0.5%	1.6	34
13	O=C(COc1cccc(Br)c1)N/N=C1\CCCc2ccccc21	-0.2%	-0.7%	-0.4%	4.9	51
14	COc1cc(/C=N/NC(=O)c2ccccn2)cc2c1OCO2	0.6%	-1.4%	-0.2%	0.3	63
15	O=C(O)c1cccc(OCCN2CCCC2=O)c1	-2.9%	-11.0%	-0.2%	1.6	82
16	CN(Cc1ccccc1)c1nc2c(c(=O)n(C)c(=O)n2C)n1CCSc1ncccn1	-4.5%	11.0%	-0.1%	5.9	61

no.	NOD1 inhibition	NOD2 inhibition	ER stress rescue	TNAP activators	Yfh1-off respiration
9	-21.8%	-10.7%	-0.9%	1.1	i
10	-3.4%	11.6%	-1.4%	1.1	i
11	1.5%	-11.3%	/	/	i
12	-6.6%	7.7%	/	/	i
13	-57.1%	-25.5%	-0.1%	1	i
14	-0.9%	-35.3%	-2.8%	1.3	i
15	-42.5%	0.0%	/	/	/
16	-15.6%	-10.7%	-2.0%	1.1	i

Remaining list, next part
no.	structure	KOR beta-arrestin-1	KOR beta-arrestin-2	GPR55 beta-arrestin	NTR1 ag	NTR1 ag cell count 20 µM
17	O=C(Nc1ccc(N2CCN(C(=O)c3ccccc3)CC2)cc1)c1ccc2c(c1)OCCO2	9.8%	-16.8%	0.3%	2.6	37
18	CC(C)c1ccc(NC(=O)N2CCOCC2)cc1	2.3%	-26.1%	0.3%	0.7	63
19	COc1ccccc1NS(=O)(=O)c1ccc(Cl)c(NC(=O)C(C)N2C(=O)c3ccccc3C2=O)c1 (stereo not drawn)	16.1%	-24.0%	0.2%	0.3	50
20	CC1=CC2=NC(=O)/C(=C/c3coc4ccc(Cl)cc4c3=O)C(=N)N2O1	5.8%	-16.5%	-0.1%	2.5	57
21	Cn1c(=O)c2c(nc(Oc3ccc4c(c3)OCO4)n2Cc2ccc(F)cc2)n(C)c1=O	67.5%*	-17.3%	-0.2%	11.9	77
22	OCCn1c(SCCOc2ccccc2)nc2ccccc21	-9.7%	9.1%	-0.2%	1.4	52
23	COc1ccccc1-c1ccc(SCc2ccc(F)cc2)nn1	-2.5%	-9.0%	-0.6%	2.3	59
24	Cc1cc(=O)oc2cc(OC(C)C(=O)NCCCn3ccnc3)ccc12 (stereo not drawn)	2.0%	-20.9%	-0.2%	-1.3	50

no.	NOD1 inhibition	NOD2 inhibition	ER stress rescue	TNAP activators	Yfh1-off respiration
17	31.2%	38.7%	/	/	/
18	-31.7%	-8.7%	/	/	/
19	-7.6%	4.2%	-4.1%	1	i
20	3.6%	24.0%	/	/	i
21	-34.1%	9.7%	3.0%	1	i
22	4.4%	9.5%	0.2%	1.1	i
23	-25.2%	-12.6%	2.8%	1.1	i
24	-7.5%	13.4%	/	/	/

Overlap with the part before: 3 compounds, followed by the next part.
no.	structure	KOR beta-arrestin-1	KOR beta-arrestin-2	GPR55 beta-arrestin	NTR1 ag	NTR1 ag cell count 20 µM
22	OCCn1c(SCCOc2ccccc2)nc2ccccc21	-9.7%	9.1%	-0.2%	1.4	52
23	COc1ccccc1-c1ccc(SCc2ccc(F)cc2)nn1	-2.5%	-9.0%	-0.6%	2.3	59
24	Cc1cc(=O)oc2cc(OC(C)C(=O)NCCCn3ccnc3)ccc12 (stereo not drawn)	2.0%	-20.9%	-0.2%	-1.3	50
25	O=C(/C=C/c1ccccc1Cl)N(Cc1ccc(Cl)cc1)C1CCS(=O)(=O)C1 (stereo not drawn)	18.6%	21.8%	-0.4%	6.0	59
26	CC(C)C(NCc1c(Cl)cccc1Cl)C(=O)O (stereo not drawn)	1.6%	-1.9%	-0.4%	-0.1	79
27	Cc1ccc(C(c2c(C)[nH][nH]c2=O)c2c(C)[nH][nH]c2=O)cc1[N+](=O)[O-]	2.1%	5.6%	-0.2%	2.4	70
28	CCOc1ccc(CNC(=O)C2CCN(S(=O)(=O)N3CCCC3)CC2)cc1OC	0.9%	-40.7%	0.0%	-1.3	51
29	O=C(NCCc1ccccc1)C1(S(=O)(=O)c2ccc(Cl)cc2)CC1	-3.8%	0.3%	0.2%	-0.8	76
30	O=C1Oc2ccccc2C(=O)/C1=C\N1CCN(c2ccccc2)CC1	-6.0%	-3.8%	0.5%	1.0	51
31	CC(=O)Nc1ccc(NC(=S)NC(=O)/C=C/c2ccc(Cl)cc2)cc1	3.4%	-6.8%	1.0%	-0.8	29
32	CC1CN(C2CCN(C(=O)COc3ccc(Cl)cc3)CC2)CC(C)O1 (stereo not drawn)	2.6%	22.0%	-0.1%	0.0	59

no.	NOD1 inhibition	NOD2 inhibition	ER stress rescue	TNAP activators	Yfh1-off respiration
22	4.4%	9.5%	0.2%	1.1	i
23	-25.2%	-12.6%	2.8%	1.1	i
24	-7.5%	13.4%	/	/	/
25	5.9%	10.0%	-2.7%	1.1	i
26	-2.2%	10.2%	-1.0%	1.2	i
27	-20.1%	-3.8%	-1.8%	1	i
28	1.0%	4.5%	-1.4%	1	i
29	7.4%	18.7%	/	/	/
30	-32.5%	9.5%	2.4%	1.2	i
31	-5.8%	10.9%	0.2%	1.1	i
32	17.1%	6.4%	0.6%	1	i

An excerpt from above, showing only GPR55 beta-arrestin:
no.	mol	GPR55 beta-arrestin
29	O=C(NCCc1ccccc1)C1(S(=O)(=O)c2ccc(Cl)cc2)CC1	0.2%
30	O=C1Oc2ccccc2C(=O)/C1=C\N1CCN(c2ccccc2)CC1	0.5%

New compounds follow
no.	structure	KOR beta-arrestin-1	KOR beta-arrestin-2	GPR55 beta-arrestin	NTR1 ag	NTR1 ag cell count 20 µM
33	N/C(=N\OC(=O)c1cc(-c2ccccc2)nc2ccccc12)c1cccnc1	1.2%	-5.2%	0.8%	8.0	68
34	CN(C(=O)CCN1C(=O)c2ccccc2C1=O)C1CCCCC1	-1.9%	9.8%	0.3%	-0.8	50
35	Cc1nc2c(C(=O)N3CCN(c4ccccn4)CC3)cnn2c(C)c1Cc1cccc(Cl)c1	0.8%	-4.0%	-0.2%	3.4	67
36	COc1cccc(C(=O)NCCCN2CCN(CCCNC(=O)c3cccc(OC)c3)CC2)c1	-3.2%	1.2%	0.2%	-0.6	30
37	COc1cccc(C(=O)NCC(=O)NNc2ncnc(N)c2[N+](=O)[O-])c1	-5.6%	-7.6%	-0.2%	-0.4	67
38	CCOc1ccc(NC(=O)c2sc3nc(N4CCOCC4)c4c(c3c2N)CCCC4)cc1	2.5%	18.4%	0.2%	6.4	50
39	CC(C)(C)C(=O)Nc1sc2c(c1C#N)CCN(Cc1ccccc1)C2	-4.2%	-49.8%[20 µM]	0.8%	0.0	66
40	COc1cc(/C=C(\C#N)C(=O)Nc2ccc3ccccc3c2)c([N+](=O)[O-])cc1OC	8.3%	7.2%	0.1%	24.8	53

no.	NOD1 inhibition	NOD2 inhibition	ER stress rescue	TNAP activators	Yfh1-off respiration
33	3.6%	-1.0%	0.0%	1.1	i
34	-12.4%	17.4%	-1.4%	1.2	i
35	12.4%	4.7%	0.2%	1.1	i
36	22.3%	23.0%	-0.3%	1.1	i
37	-10.6%	9.2%	-1.3%	1.9	i
38	-42.6%	48.2%	/	/	/
39	-2.2%	3.1%	/	/	/
40	-39.5%	-2.8%	-2.5%	1.1	/

Carrying on:
no.	structure	KOR beta-arrestin-1	KOR beta-arrestin-2	GPR55 beta-arrestin	NTR1 ag	NTR1 ag cell count 20 µM
41	Clc1ccc(-c2nnc(-c3ccccc3)o2)cn1	-3.4%	4.0%	-0.1%	/	/
42	Cc1ccc(NC(=O)Nc2nnc(Cc3ccc(F)cc3)s2)cc1	-5.1%	-20.5%	0.0%	-0.3	82
43	NC(N)=Nc1nc(C2COc3ccccc3O2)cs1 (stereo not drawn)	-1.1%	-25.1%	0.2%	-1.5	93
44	Cc1cc(Cl)ccc1OC(C)C(=O)Nc1ccc(S(=O)(=O)N2CCOCC2)cc1 (stereo not drawn)	2.6%	-23.2%	0.2%	1.4	51
45	O=C(N/N=C/c1ccccn1)c1cc(-c2ccc(Br)s2)[nH]n1	-2.5%	-30.4%	-0.1%	-0.2	42
46	O=C(CCc1ccccc1)Nc1cc(C(=O)O)cc(C(=O)O)c1	-5.3%	-13.2%	0.6%	-0.8	101
47	CCOc1ccc(Cl)cc1/C=N/NC(N)=O	/	-8.2%[20 µM]	-0.1%	-0.8	30

no.	NOD1 inhibition	NOD2 inhibition	ER stress rescue	TNAP activators	Yfh1-off respiration
41	-19.2%	-43.8%	/	/	/
42	-9.2%	-41.0%	/	/	/
43	-39.6%	-113.7%	0.2%	1.1	i
44	-5.2%	13.0%	/	/	/
45	-12.5%	26.0%	/	/	/
46	-34.6%	16.0%	-0.8%	1.1	i
47	12.6%	8.2%	-1.6%	1.1	i

From PubChem BioAssay
